Assay outcomes from PubChem.
GLP1R inv ag: qHTS of GLP-1 Receptor Inverse Agonists (Inhibition Mode). Glucagon-like peptide 1 receptor (Homo sapiens), P43220. HEK293 GLP-1R CRE-luciferase, luminescence, 24 h; GLP-1R form is constitutively active. Potency, µM (titrated, usually from 38.3 µM), for inactives: at the top dose activity change, negative = inhibition, hits mostly inhibitors. 410,000 compounds, 1.6% hits. AID 624417, 2012; also: potency is read from the fitted curve at half-maximal effect; % is scaled to controls: 0 for no effect and ±100 for the full control effect; nearly all actives have a fitted effect of over 55% in size
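HEK293 cells stably co-expressing constitutively active GLP-1R and a cAMP-responsive luciferase reporter were seeded in DMEM with 10% Nu serum, given compounds after 12 h, and incubated 24 h at 37 deg C. Luminescence was then read.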
GLP1R ag: qHTS of GLP-1 Receptor Agonists. AID 624172, 2012. Potency, µM (highest dose often 45.6 µM), without a hit: at the highest dose activation, actives largely listed as activators. 380,000 compounds, 0.007% hits. HEK293 GLP-1R CRE-luciferase, luminescence, 4-6 h; cells express a hypersensitive GLP-1R form; also: potency is read from the fitted curve at half-maximal effect; % of control where 0% means no effect
GLP1R cytotox: qHTS of GLP-1 Receptor Inverse Agonists: Cytotox Screen; HEK293 cAMP-luciferase reporter cells, luminescence, 24 h; Potency, µM (highest dose often 38.3 µM), for inactives: at the highest dose activity change, negative = inhibition, usual class: inhibitors; 410,000 compounds, 0.13% hits;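 also: loss of luciferase light is scored as toxicity; potency is read from the fitted curve at half-maximal effect; % is scaled to controls: 0 for no effect and ±100 for the full control effect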
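To flag toxic compounds, the library was rerun on cells for 24 hr at 37 deg C and 5% CO2. Viability-linked luminescence was captured 12 min after adding luciferase detection reagent.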
KB-V1 MDR tox: qHTS assay for MDR1-selective chemotherapeutics: Primary screen using the drug-selected MDR subline cells KB-V1 | Potency, µM (top dose mostly 46.1 µM), inactives show top-dose activity change, negative = cytotoxicity, usual class: cytotoxic | KB-V1 MDR cells viability, CellTiter-Glo, 72 h | AID 1347076, 2019 | 400,000 compounds, 3.4% hits; also: potency is read from the fitted curve at half-maximal effect; % is scaled to controls: 0 for no effect and ±100 for the full control effect; nearly all actives have a fitted effect of over 60% in size
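Luminescent ATP read-out (CellTiter-Glo, 10 min) measures survival of drug-selected KB-V1 MDR cells after 72 h, 37 degrees C compound exposure. Medium: phenol-red-free DMEM, 10% FBS. Values from fitted concentration-response curves.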
aSyn rescue: qHTS of alpha-syn Inhibitors; Yeast expressing alpha-synuclein, growth rescue, BacTiter-Glo, 24 h; Potency, µM (titrated, usually from 46.1 µM), for inactives: at the highest dose growth rescue (activation), usual class: activators; 370,000 compounds, 0.14% hits; AID 652106, 2013; also: potency is read from the fitted curve at half-maximal effect; % of control where 0% means no effect; nearly all actives have a fitted effect of over 65% in size
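Galactose-induced alpha-syn yeast (OD600=0.02, raffinose-pregrown) + pinned cpd, 24 hr, 30 deg C; growth by BacTiter-Glo luminescence. Growth restoration scores as activation.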
D3 ag: qHTS of D3 Dopamine Receptor Agonist: qHTS; D3R DiscoveRx beta-arrestin cells, luminescence, 90 min; max activation, %; 410,000 compounds, 0.58% hits; AID 652048, 2013; in the data active = max activation above about 30%; also: 0% is about no effect; mostly tested at two doses, the higher about 12 µM
Target sequence (P35462 whole entry, looked up): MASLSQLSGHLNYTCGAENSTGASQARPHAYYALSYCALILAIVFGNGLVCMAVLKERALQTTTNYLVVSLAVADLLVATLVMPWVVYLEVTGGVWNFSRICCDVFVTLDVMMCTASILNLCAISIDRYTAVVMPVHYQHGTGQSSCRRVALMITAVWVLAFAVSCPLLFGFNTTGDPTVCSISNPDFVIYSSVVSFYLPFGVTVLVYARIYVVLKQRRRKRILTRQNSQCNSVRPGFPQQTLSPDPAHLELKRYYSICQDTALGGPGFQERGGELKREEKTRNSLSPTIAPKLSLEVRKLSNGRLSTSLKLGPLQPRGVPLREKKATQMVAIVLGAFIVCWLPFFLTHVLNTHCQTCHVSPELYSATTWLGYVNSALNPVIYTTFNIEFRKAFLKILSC
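Agonist-mode cell screen: cells plated at 1500/well and incubated overnight at 37 °C, then exposed to library compounds for 90 min at 37 °C. Detection reagent was added for 30–60 min at room temperature, and luminescence was read.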
DRD3 antagonist: qHTS of D3 Dopamine Receptor Antagonist: qHTS. AID 652054, 2013. max response, negative = inhibition, %. 360,000 compounds, 2.5% hits. D(3) dopamine receptor (Homo sapiens), P35462. D3R cells, DiscoveRx beta-arrestin luminescence, antagonist mode; active compounds read low; in the data active = max response below about -50%; inconclusive = no clear call, values can overlap the other calls; also: % is scaled to controls: 0 for no effect and ±100 for the full control effect; mostly tested at two doses, the higher about 12 µM
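Cells plated overnight at 1500 cells/well, then exposed to library compounds with dopamine controls for 90 minutes at 37 degrees C. DiscoveRx reagent added for 30–60 minutes at room temperature; luminescence read, quantitative HTS format.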
TDP43 rescue: qHTS of TDP-43 Inhibitors. TDP-43 expressing yeast growth rescue, BacTiter-Glo, 24 h. Potency, µM (doses to about 46.1 µM), for the others: at the top dose growth rescue (activation), actives largely listed as activators. 410,000 compounds, 1.8% hits. AID 652104, 2013; also: potency is read from the fitted curve at half-maximal effect; % of control where 0% means no effect; nearly all actives have a fitted effect of over 50% in size
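In this qHTS, compounds that restore growth of yeast expressing TDP-43 appear as activators. Cells (OD600=0.02, galactose medium, raffinose-pregrown) are incubated with compound 24 hr at 30 deg C and growth is quantified by BacTiter-Glo.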
PTHR1 agonist: qHTS for PTHR1 Agonists: Primary Screen; Parathyroid hormone/parathyroid hormone-related peptide receptor (Homo sapiens), Q03431; HEK293 GP2 PTHR1 cells, GloSensor cAMP luminescence, 1 h; Potency, µM (doses to about 115 µM), without a hit: at the top dose activation, actives largely listed as activators; 410,000 compounds, 0.075% hits; AID 743266, 2014; also: potency is read from the fitted curve at half-maximal effect; nearly all actives have a fitted effect of over 55% in size; some results filed as inactive show a strong effect at the top dose; inactives centre near -15; many of its hits are not listed in these tables
Target sequence (Q03431 whole entry, looked up): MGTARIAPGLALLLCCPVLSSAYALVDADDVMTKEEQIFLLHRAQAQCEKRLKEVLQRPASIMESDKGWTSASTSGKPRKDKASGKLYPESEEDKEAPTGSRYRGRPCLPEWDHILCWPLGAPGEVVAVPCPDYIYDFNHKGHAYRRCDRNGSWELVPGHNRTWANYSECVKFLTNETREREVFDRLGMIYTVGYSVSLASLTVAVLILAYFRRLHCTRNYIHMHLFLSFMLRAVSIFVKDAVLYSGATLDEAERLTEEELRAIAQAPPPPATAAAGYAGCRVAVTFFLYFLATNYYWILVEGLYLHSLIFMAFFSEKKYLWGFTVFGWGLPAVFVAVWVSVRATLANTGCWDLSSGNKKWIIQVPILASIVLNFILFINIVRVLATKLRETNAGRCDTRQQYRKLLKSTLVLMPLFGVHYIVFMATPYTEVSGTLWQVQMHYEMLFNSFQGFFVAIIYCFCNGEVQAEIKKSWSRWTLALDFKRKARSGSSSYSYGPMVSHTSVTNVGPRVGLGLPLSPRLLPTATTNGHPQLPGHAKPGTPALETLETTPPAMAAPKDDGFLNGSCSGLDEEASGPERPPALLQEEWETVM
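HEK-293-derived GP2 cells expressing PTHR1 and a GloSensor cAMP reporter, 3,000/well, plated overnight, given luciferin plus IBMX (each 0.5 mM as added) for 1 h at 37 °C, then compound for 1 h at 37 °C. Luminescence was read after 15 min at room temperature.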
An asterisk follows results filed as active; i = inactive; u = inconclusive; x = no result given; [ ] = remark or other dose. Unless noted, calls follow the shape of the dose curve; as a rule, active = well fitted curve in the direction sought with a large enough effect; inconclusive = small, poorly fitted or top-dose-only effect, or another doubt; inactive = no such curve, though single readings can be large; an effect the other way counts as inactive or inconclusive.

1: Cc1cccc(OCCNC(=O)c2cccc(Oc3ccc(C(F)(F)F)cc3[N+](=O)[O-])c2)c1
2: COCCNC(=O)c1cccc2c(-c3ccnn3C)coc12
3: CC1=C(C(=O)Nc2ccccc2)C(c2ccc(C(C)C)cc2)N2C(=O)CSC2=N1 (stereo not drawn)
4: CCn1c2ccccc2c2cc(NC(=O)C(=O)NCC3CCCO3)ccc21 (stereo not drawn)
5: CC(=O)Nc1ccc(N(C(=O)c2ccco2)C(C(=O)NC2CCCC2)c2ccc(N3CCOCC3)cc2)cc1 (stereo not drawn)
6: COC(=O)CCCn1cc(CN2CC(N3CCN(CCN(C)C)CC3)CS2(=O)=O)nn1 (stereo not drawn)
7: COc1ccc(/C=N/Nc2nc(N3CCCC3)nc(N3CCCC3)n2)cc1
8: O=C(O)c1cc(S(=O)(=O)N2CCCCC2)ccc1N1CCCCC1

assay / entry,1,2,3,4,5,6,7,8
GLP1R inv ag,2.5µM*,19%,-23%,-1%[0.307 µM],-2%,19%,-21%,1%
GLP1R ag,-2%,1%,5%,4%,12%,0%,0%,-16%
GLP1R cytotox,-18%,1%,-9%,-9%[0.307 µM],-12%,3%,6%,-9%
KB-V1 MDR tox,9.2µM*,-2%,1%,-8%,-8%,-4%,u,x
aSyn rescue,1%,-3%,-1%,8%,1%,-6%,5%,-1%
D3 ag,-7,-8,5,7,16,-2,3,3
DRD3 antagonist,-16,0,-51*,8,12,-13,12,15
TDP43 rescue,7%,10%,6%,-9%,-6%,22%,7%,13%
PTHR1 agonist,-12%,i,-11%[57.5 µM],-23%,i,-21%,i,-1%

Profiles, looked up by structure:
Record of COc1ccc(/C=N/Nc2nc(N3CCCC3)nc(N3CCCC3)n2)cc1 : GLP1R inv ag = -21%; GLP1R ag = 0%; GLP1R cytotox = 6%; KB-V1 MDR tox = u; aSyn rescue = 5%; D3 ag = 3; DRD3 antagonist = 12; TDP43 rescue = 7%; PTHR1 agonist = i
Record of CC1=C(C(=O)Nc2ccccc2)C(c2ccc(C(C)C)cc2)N2C(=O)CSC2=N1 (stereo not drawn) : GLP1R inv ag = -23%; GLP1R ag = 5%; GLP1R cytotox = -9%; KB-V1 MDR tox = 1%; aSyn rescue = -1%; D3 ag = 5; DRD3 antagonist = -51*; TDP43 rescue = 6%; PTHR1 agonist = -11%[57.5 µM]

The list goes on.
9: COC(=O)c1ccc2c(=O)n(CCCN3CCCC3=O)c(=S)[nH]c2c1
10: COCCCNC(=O)c1cccc(NC(=O)c2ccccc2)c1
11: CC(NC(=O)CSc1n[nH]c(-c2ccccc2Cl)n1)c1nc2ccccc2[nH]1 (stereo not drawn)
12: Cc1ccc(C(=O)OCC(=O)N2CC(C)CC(C)C2)cc1S(=O)(=O)N1CCOCC1 (stereo not drawn)
13: Cc1ccc(N(CC2CO2)S(=O)(=O)c2ccc(C)cc2)cc1 (stereo not drawn)
14: Cc1ccccc1NC(=O)c1c(C)cc(=O)oc1C
15: COc1ccc(Cl)cc1C(=O)NNC(=O)COC(=O)c1ccc(Br)o1
16: Cc1cc(C(=O)COc2nncc3ccccc23)c(C)n1C

assay / entry,9,10,11,12,13,14,15,16
GLP1R inv ag,0%,0%,-14%,-6%,-1%,15%,-1%,44%[activator]
GLP1R ag,0%,0%,x,-2%,15%,-4%,7%,10%
GLP1R cytotox,3%,-2%,4%,1%,1%,4%,5%,-2%
KB-V1 MDR tox,1%,u,14%,u,-9%,13%,0%,u
aSyn rescue,7%,2%,x,-8%,3%,15%,5%,-4%
D3 ag,-14,14,0,-13,5,-3,6,3
DRD3 antagonist,-17,6,x,-7,3,0,-13,0
TDP43 rescue,-16%,21%,11%,-13%,-4%[9.22 µM],14%,-18%,-22%
PTHR1 agonist,i,i,-13%,-11%,i,-17%,i,i

17: Cc1cn(C(=O)C(C)N2C(=O)c3ccccc3C2=O)c(C)n1 (stereo not drawn)
18: COc1ccc(-c2n[nH]c(=S)n2/N=C/c2cccn2C)cc1
19: CC(C(=O)N1CCN(C2c3ccccc3-c3ccccc32)CC1)N1C(=O)c2ccccc2C1=O (stereo not drawn)
20: O=C(/C=N/NC(=O)c1ccc(Cl)cc1Cl)c1ccccc1
21: CCOC(=O)C1(CCOC)CCN(C(=O)c2sccc2C)CC1
22: Cc1nc(S(=O)(=O)N(C)Cc2ccccc2)c(C#N)c(C)c1Cl
23: CCN1CCN(c2ccc(S(=O)(=O)N3CCOCC3)cc2NC(=O)/C=C/c2cccc(OC)c2OC)CC1
24: COc1ccc(OC)c(C2Nc3ccccc3NC3=C2C(=O)CC(C)(C)C3)c1 (stereo not drawn)

assay / entry,17,18,19,20,21,22,23,24
GLP1R inv ag,7%,10%,-11%,u,3%,-4%,-30%,6%
GLP1R ag,0%,8%,10%,-3%,9%,-1%,17%,8%
GLP1R cytotox,6%,-15%,1%,-17%,6%,1%,6%,-8%
KB-V1 MDR tox,-10%,1%,0%,5%,-7%,-17%,29%,39%
aSyn rescue,4%,-4%,16%,-1%,15%,1%,5%,3%
D3 ag,7,0,-6,1,2,3,0,3
DRD3 antagonist,-9,-9,16,-12,0,24,7,-3
TDP43 rescue,-8%,15%,16%,-12%,11%,8%,15%,7%
PTHR1 agonist,i,i,i,-30%[inhibitor],-9%,i,i,i

25: OC(CN1CCOCC1)C12CC3CC(CC(C3)C1)C2 (stereo not drawn)
26: Cc1cccc(OC(=O)c2cccnc2)c1C
27: CCc1ccccc1N1CC23C=CC(O2)C(C(=O)OCC(C)C)C3C1=O (stereo not drawn)
28: O=C(c1ccccc1Cl)N1CCNCC1
29: COc1ccc(NC(=O)c2cccs2)cc1
30: COc1ccccc1OCCNC(=O)c1cccc(S(=O)(=O)NCc2ccccc2)c1
31: CC(C)c1ccccc1NC(=O)C1CN(S(=O)(=O)c2ccccc2)CCN1S(=O)(=O)c1ccccc1 (stereo not drawn)
32: CCOC(=O)/C=C/C(=O)Nc1ccc(S(=O)(=O)Nc2c(C)cc(C)cc2C)cc1

assay / entry,25,26,27,28,29,30,31,32
GLP1R inv ag,4%,13%,12%,0%,-12%,u,u,u
GLP1R ag,-4%,2%,6%,1%,0%,0%,6%,-2%
GLP1R cytotox,5%,4%,-2%,4%,-25%,-16%,-14%,u
KB-V1 MDR tox,-13%,10%,u,2%,-17%,-17%,-5%,1%
aSyn rescue,-4%,-2%,-10%,2%,-25%,-3%,4%,-7%
D3 ag,-3,3,2,7,-4,-7,0,1
DRD3 antagonist,-19,92,-15,-5,-9,-7,3,u
TDP43 rescue,-16%,27%,5%,3%,-25%,-23%,-6%,19%
PTHR1 agonist,-4%,i,-15%,i,-70%[inhibitor][57.5 µM],-1%,i,-38%[inhibitor]

33: COc1ccc(C2=NOC(CNC(=S)N3CCOCC3)C2)cc1 (stereo not drawn)
34: Cc1cc(C)c(NC(=O)CSc2nccn2-c2cccc(Cl)c2)c(C)c1
35: CCCN1CCN(C(=O)Cn2cnc3sc(C)c(S(=O)(=O)N4CCC(C)CC4)c3c2=O)CC1
36: COc1ccc(OC)c(Nc2nc(-c3sc(C)nc3C)cs2)c1
37: CCOC(=O)c1ccc(N2C(=O)c3[nH]nc(-c4ccc(C)cc4)c3C2c2ccc(O)cc2)cc1 (stereo not drawn)
38: O=C(c1ccc(Oc2cc(Cl)cc(Cl)c2)o1)N1CCCCC1
39: CN(C)c1nc(SCC#N)nc(N2CCOCC2)n1
40: COCCCNc1nc(NCc2ccccc2OC)c2cnn(C)c2n1

assay / entry,33,34,35,36,37,38,39,40
GLP1R inv ag,0%,u,13%,38%,u,u,91%[activator],4%
GLP1R ag,3%,x,11%,u,0%,15%,2%,x
GLP1R cytotox,0%,-3%,-14%,-10%,u,-4%,18%,-1%
KB-V1 MDR tox,-1%,x,4%,u,0%,-9%,11%,-14%
aSyn rescue,3%,x,4%,8%,x,7%,-1%,x
D3 ag,6,-2,3,4,1,4,4,6
DRD3 antagonist,4,x,-1,62,x,3,0,x
TDP43 rescue,7%,u,-12%,22µM*,23%,u,7%,15%
PTHR1 agonist,-11%,-15%,i,-16%,-20%,-20%,i,-21%

41: CN1CCN(CCCNC(=O)c2ccc3c(=O)n(CCc4ccccc4)c(=O)[nH]c3c2)CC1
42: Cc1csc(SCc2nnc(-c3ccccc3Br)o2)n1
43: O=C(C1CCN(c2nnc(-n3cccc3)s2)CC1)N1CCCCC1
44: Cc1ccc(C2(C)NC(=O)N(CC(=O)Nc3ccc(N4CCOCC4)cc3N3CCOCC3)C2=O)cc1 (stereo not drawn)
45: CC(C)(C)OC(=O)NCCCCCNC(=O)c1[nH]cnc1C(=O)Nc1nccs1

assay / entry,41,42,43,44,45
GLP1R inv ag,-22%,0%,14%,10%,2%
GLP1R ag,4%,8%,-1%,0%,-4%
GLP1R cytotox,39%[activator],7%,10%,0%,2%
KB-V1 MDR tox,27%,-8%,-5%,-25%,-12%
aSyn rescue,-8%,-1%,0%,8%,-7%
D3 ag,-8,-4,3,-3,7
DRD3 antagonist,8,2,-3,1,8
TDP43 rescue,0%,3%,-13%,-16%,15%
PTHR1 agonist,i,-65%[inhibitor][57.5 µM],-22%,-12%,-7%

This is a subset (hit frequency here may not be typical).
